Assay outcomes: PubChem BioAssay, The Scripps Research Institute Molecular Screening Center
FBW7 act – human FBW7 E3 ligase activation, primary screen; AlphaScreen FBW7–phospho-cyclin E peptide binding, activator screen; normalized activity (activation), % at 26.1 µM; 650,000 tested, 0.13% active; in the data active = normalized activity above about 1.9%;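 note: purified mutant Fbw7 with reduced substrate affinity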
TEAD-YAP inh – TEAD-YAP interaction inhibition; HEK-TIYL cells, TEAD-Gal4/YAP UAS-luciferase luminescence; inhibition, % at 9.12 µM; 640,000 tested, 1.4% active; AID 1259422; in the data active = inhibition above about 32%;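 note: 0% = median of test compound wells and 100% = reference inhibitor wells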
GPR151 ag – activates the human receptor GPR151. 650,000 tested, 1% active. AID 1508602. Q8TDV0. activation, % at 11.2 µM. PathHunter beta-arrestin GPR151 cells, luminescence; in the data active = activation above about 4.9%;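 note: 0% = median of compound wells and 100% = cells with positive control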
Target sequence (Q8TDV0 whole entry, looked up): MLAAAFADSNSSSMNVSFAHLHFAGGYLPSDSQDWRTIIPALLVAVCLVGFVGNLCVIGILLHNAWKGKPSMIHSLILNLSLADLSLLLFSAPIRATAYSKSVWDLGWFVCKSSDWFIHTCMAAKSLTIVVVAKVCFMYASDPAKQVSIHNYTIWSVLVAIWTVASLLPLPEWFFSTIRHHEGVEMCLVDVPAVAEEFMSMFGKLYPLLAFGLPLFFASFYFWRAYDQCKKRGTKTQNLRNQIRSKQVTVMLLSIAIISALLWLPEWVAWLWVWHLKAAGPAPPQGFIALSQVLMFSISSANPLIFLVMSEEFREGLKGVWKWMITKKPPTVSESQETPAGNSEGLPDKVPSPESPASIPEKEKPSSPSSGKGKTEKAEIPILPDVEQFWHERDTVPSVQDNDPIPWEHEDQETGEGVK
MITF primary – human MITF inhibition, primary screen. O75030. AID 1259374. AlphaScreen MITF homodimerization, bead proximity signal. 650,000 tested, 0.91% active. inhibition, % at 2.6 µM; in the data active = inhibition above about 50%;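 note: 0% = vehicle wells with protein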
Target sequence (O75030 whole entry, looked up): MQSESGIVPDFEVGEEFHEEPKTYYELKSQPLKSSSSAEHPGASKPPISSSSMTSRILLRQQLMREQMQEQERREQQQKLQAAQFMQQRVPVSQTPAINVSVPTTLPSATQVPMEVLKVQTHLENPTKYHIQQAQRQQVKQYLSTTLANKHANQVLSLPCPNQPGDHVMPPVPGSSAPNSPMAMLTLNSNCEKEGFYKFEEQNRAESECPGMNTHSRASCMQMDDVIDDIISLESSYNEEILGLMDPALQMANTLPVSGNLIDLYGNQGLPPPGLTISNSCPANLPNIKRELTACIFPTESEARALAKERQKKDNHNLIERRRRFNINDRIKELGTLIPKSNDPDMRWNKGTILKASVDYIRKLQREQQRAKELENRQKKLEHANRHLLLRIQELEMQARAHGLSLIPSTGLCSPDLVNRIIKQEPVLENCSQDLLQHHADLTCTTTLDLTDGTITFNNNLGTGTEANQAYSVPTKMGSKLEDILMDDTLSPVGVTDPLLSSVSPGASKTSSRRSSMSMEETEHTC
Starred values were filed as active, the others as inactive.

structure,FBW7 act,TEAD-YAP inh,GPR151 ag,MITF primary
CCOC(=O)C1=C(C)N=c2s/c(=C\c3ccccc3OCc3ccccc3)c(=O)n2C1c1ccccc1OC(C)C (configuration not stated),0.0,-7,3.8,-6
O=C(CCNc1c(N2CCCC2)c(=O)c1=O)NCc1ccccc1,-0.2,-12,0.0,-1
CN(Cc1ccccc1)c1nc2c(S(=O)(=O)c3ccccc3)nnn2c2ccccc12,0.0,7,1.3,1
COc1cc(Br)ccc1OCC(=O)N/N=C/c1cccc(Cl)c1,0.0,9,-0.6,5
COc1ccc(OC)c(-n2c(CNC(=O)c3ccco3)nnc2SCC(=O)Nc2cccc(C)c2)c1,0.0,10,-0.4,6
CC(=O)Nc1ccc(N2C(=O)CC(NCc3ccccc3F)C2=O)cc1 (configuration not stated),1.0,-4,-1.1,21
CC(C)N(Cc1ccccc1)S(=O)(=O)c1ccc2c(c1)OCC(=O)N2,-0.2,-3,0.3,5
CN(C)C(=O)CSc1cccc2cccnc12,-1.4,7,-0.6,14
COc1cccc(N(CC(=O)Nc2ccc(C(N)=O)cc2)S(=O)(=O)c2ccccc2)c1,0.4,-5,-1.5,6
CCN(CC)C(=O)COc1ccc2c(C)cc(=O)oc2c1C,0.1,-11,-0.2,18
C=C(C)C1CC=C(CN2CCC(C(=O)OCC)CC2)CC1 (configuration not stated),-0.1,-10,-0.1,29
O=C(Nc1ccc2c(c1)OCCO2)C1CCCN(S(=O)(=O)c2ccc(F)cc2)C1 (configuration not stated),-0.2,5,0.0,3
CC(=O)C1=C(C)NC(SCC(=O)c2ccccc2)=C(C#N)C1c1cccs1 (configuration not stated),0.1,1,-0.2,-13
COCCCNC(=O)c1ccc(-n2c(=S)[nH]c3ccccc3c2=O)cc1,0.0,4,-0.6,5
COc1ccc(-c2csc(NC(=O)c3cc(=O)c4ccccc4o3)n2)cc1OC,-0.2,3,0.5,0
CN1CCN(Cc2cc3cccc4c3n(c2=O)CCC4)CC1,-0.1,2,-1.1,-3
COc1cc(C2C(C#N)=C(N)OC3=C2C(=O)CCC3)c([N+](=O)[O-])cc1OC (configuration not stated),0.0,2,-0.3,14
Cn1c(-c2ccc(F)cc2)cnc1NCc1ccccc1,0.5,1,-1.5,59*
CCSc1nnc(N2C(=O)CC(c3ccc(F)cc3)C3=C2CC(C)(C)CC3=O)s1 (configuration not stated),0.1,-1,0.9,15
COc1ccccc1NC(=O)COc1ccc(/C=C/c2[nH]c(=O)[nH]c(=O)c2[N+](=O)[O-])cc1,0.8,3,0.7,9
COc1ccc(N=C2NC(=O)C(CO)(CO)S2)cc1,-0.1,0,1.4,-7
Cc1ccccc1Nc1nnc(-c2ccc(C)c(S(=O)(=O)N3CCN(C)CC3)c2)c2ccccc12,-0.1,-5,-0.3,-9
Cc1cccc(-c2nc(C(N)=O)c3[nH]c(=O)n(C(C)C)c3n2)c1,0.0,1,-0.1,2
Cc1ccccc1Cc1c(C)nc2c(C(=O)NCc3ccccn3)cnn2c1C,-0.2,5,2.8,12
O=C1CC[C@@H](C(=O)NCC2Cc3cc(Cl)cc(-c4ccc5[nH]ccc5c4)c3O2)N1 (some centres not stated),0.1,3,0.0,1
O=C(CCc1cccnc1)NCc1nnc2n1CCN(Cc1cccs1)CC2,-0.2,3,-0.3,-19
O=C1Nc2ccccc2/C1=C\c1cnc(Cl)s1,0.0,-9,-2.3,20
CCC(CO)Nc1ccc2ncc(-c3cnn(C)c3)n2n1 (configuration not stated),0.0,19,-1.0,-3
COc1ccc(-c2nc3cc(NC(=S)NC(=O)c4ccco4)ccc3o2)cc1OC,0.2,1,1.3,0
Cc1cc(NS(=O)(=O)c2cccc(C(=O)O)c2)no1,0.0,3,0.2,22
CCC1=NN2C(=N)/C(=C/c3cc(Cl)c(OCCOc4ccc(C(C)(C)C)cc4)c(OC)c3)C(=O)N=C2S1,0.0,-2,0.2,6
CC(C)NC(=O)/C(=N\O)c1ccccc1,0.1,-5,-0.3,5
O=C(CCc1ccccc1)OCCCN=C1NS(=O)(=O)c2ccccc21,-0.1,-2,0.9,-10
COc1cccc(C2CC(=O)Nc3c2ccc(C)c3C)c1OC (configuration not stated),0.7,15,0.6,16
O=C(NCC(c1ccco1)S(=O)(=O)c1ccc(Cl)cc1)c1cccc(F)c1 (configuration not stated),0.0,7,1.7,2
O=C(Nc1ccc2c(c1)OCCO2)c1cccc2c(Br)cccc12,0.1,-14,1.2,8
O=C(CSc1ccc(-c2ccco2)nn1)Nc1ccc(Br)cc1,-0.1,6,-0.1,-3
CC1CCCN(C2(O)C(=O)Nc3c(C(F)(F)F)cccc32)C1 (configuration not stated),0.0,-12,0.7,-4
CCOCCOC(=O)C1=C(C)NC(=O)CC1c1cccc(Cl)c1 (configuration not stated),0.0,11,0.3,-8
O=C(O)COCC(=O)Nc1ccc2c(c1)CCC2,0.9,-13,-0.8,18
Cc1ccc2c(c1)C1CN(C)CCC1N2C(=O)c1ccc([N+](=O)[O-])cc1 (configuration not stated),-0.2,0,0.9,4
O=C(Cc1csc(-n2cccc2)n1)N1CCC(c2nc3ccccc3[nH]2)CC1,0.0,5,-0.3,6
COc1ccc(Cn2c(CCC(=O)O)nc3ncccc3c2=O)cc1,-0.1,1,1.0,-5
CC1(C2CCN(CCCc3ccccc3)CC2)NC(=O)NC1=O (configuration not stated),0.1,-7,1.0,6
O=C(NCc1ccccc1)c1nn(C23CC4CC(CC(C4)C2)C3)cc1[N+](=O)[O-],-0.1,7,5.6*,6
O=C(Cn1c(=S)[nH]c2ccccc2c1=O)N1CCN(c2ccccc2)CC1,-0.1,-4,-1.0,0
O=C(NCCN1CCOCC1)c1csc(N2CCCC2CO)n1 (configuration not stated),0.2,-4,-0.6,20
COc1ccc(NC(=O)CN2C(=O)C3C4C=CC(C4)C3C2=O)cc1 (configuration not stated),0.4,8,0.5,25
Brc1cnc(N2CCN(c3ccccn3)CC2)nc1,0.2,-15,0.0,2
Clc1ccc(C2N(Cc3ccccc3)c3ccccc3N2Cc2ccccc2)cc1,-0.2,2,0.0,-1

Continuation:
structure,FBW7 act,TEAD-YAP inh,GPR151 ag,MITF primary
CC(C)(C)c1ccc2c(c1)N(CC(=O)NCCc1ccccc1)C(=O)CO2,-0.2,9,-1.0,4
OCCC1CN(Cc2cccn2-c2nccs2)CCN1Cc1ccccc1F (configuration not stated),0.2,-2,-1.7,10
COc1ccc(/C=N/N2C(C)CCCC2C)cc1O (configuration not stated),-0.1,-2,-0.9,1
CCN1CCN(c2ccc(NC(=O)c3ccccc3OC)cc2Cl)CC1,-0.1,-28,0.5,-7
COc1ccc(CN2CCCC(N3CCN(c4ccccc4OC)CC3)C2)cc1O (configuration not stated),0.1,-1,0.9,-2
CCN1C(=O)/C(=C\c2ccc(OC)cc2)C(C(=O)OC)=C1C,0.1,3,-1.4,-2
CCc1c(C)nc2nncn2c1NCc1ccc(C)cc1,0.2,12,0.6,10
CCn1cc(C(=O)Nc2ccc(OC)cc2OC)c(=O)c2ccc(C)nc21,0.0,2,0.4,5
COc1cc2ccccc2cc1C(=O)Nc1cccc2nsnc12,0.3,-5,-0.7,-1
O=c1c(Cl)c(Cl)cnn1Cc1ccccc1,0.3,6,2.0,6
CCOc1ccc(C2C(C(=O)OC)=CN(Cc3ccc(Cl)cc3)C=C2C(=O)OC)cc1OC,0.1,0,-1.2,-2
O=C(/C=C/c1ccccc1)N/C(=C/c1ccccc1)C(=O)Nc1ccc(C(=O)O)cc1,0.0,9,-0.7,2
COc1cc(-c2[nH]nc3c2C(c2cccnc2)C(C#N)=C(N)O3)cc(OC)c1OC (configuration not stated),0.3,5,0.1,25
CCOC(=O)c1oc2cc(OC)ccc2c(=O)c1-c1ccccc1OC,-0.2,3,-1.4,9
CCOc1ccccc1C(=O)O/N=C(\N)c1ccncc1,0.0,-4,-1.1,3
CCOC(=O)c1c(NC(=O)c2ccc([N+](=O)[O-])s2)sc2c1CC(C)(C)NC2(C)C,-0.1,16,-1.4,-13
O=c1oc(-c2ccc(F)cc2)nc2sc3c(c12)CCC3,-0.2,-7,0.3,4
COCCCN1C(=O)C(O)=C(C(C)=O)C1c1ccc(C(C)(C)C)cc1 (configuration not stated),0.7,4,-0.5,18
CCOC(=O)c1cc(-c2ccccc2)sc1NC(=O)c1ccc(OC)cc1,0.0,0,0.2,-6
CN(C)CCN1C(=O)C(=O)/C(=C(\O)c2ccc(S(=O)(=O)N3CCOCC3)cc2)C1c1ccccc1 (configuration not stated),0.1,6,-0.1,8
COc1ccc(Nc2cc(C)c(C#N)c3nc4ccccc4n23)cc1,0.0,0,1.2,1
Cc1ccc(/C=N\NC(=O)CCc2n[nH]c(=O)[nH]c2=O)cc1,0.0,0,-0.5,2
NC(=O)c1ccccc1NC(=O)c1ccc(C(=O)N(C2CCCCC2)C2CCCCC2)cc1,0.6,5,1.4,9
Cc1ccc(N2CC(O)(c3ccc4c(c3)OCCO4)[N+]3=C2CCCCC3)cc1 (configuration not stated),0.0,5,0.5,2
CCOC(=O)C1=CN(c2ccc(C)c(C)c2)C=C(C(=O)OCC)C1c1ccc(OC)c(Br)c1,0.4,-2,0.7,9
COc1ccc(N2CCN(C(=O)CSc3ccc(Cl)cc3)CC2)cc1,-0.1,3,2.3,10
Cc1ccccc1OC(C)c1nc(-c2ccccc2)no1 (configuration not stated),0.1,1,1.7,8
COC(=O)C1CCN(C(=O)c2cc3c(=O)n(C)c(=O)n(C)c3s2)CC1,0.1,0,0.8,11
O=C(CCCOc1ccc(Cl)cc1Cl)NCC1CCCO1 (configuration not stated),0.0,2,2.1,4
C#CCN1C(=O)C(O)(CC(=O)c2ccc(C(C)(C)C)cc2)c2ccccc21 (configuration not stated),0.0,-1,0.0,15
Cc1ccc(-n2c(=S)sc3c(=O)n(-c4ccccc4F)c(SCN4C(=O)c5ccccc5C4=O)nc32)cc1C,-0.1,-8,-1.3,-16
Cc1cccc(C(=O)N2CCOc3ccc(CN(C)Cc4cc(C5CC5)n[nH]4)cc3C2)n1,-0.4,4,-1.3,12
Cc1cccc(-c2nnc(SCc3cc([N+](=O)[O-])cc4c3OCOC4)n2C)c1,0.2,4,-1.0,14
Cc1ccc(NC(=O)Cn2cnc3sc(C(=O)Nc4ccc(Oc5ccccc5)cc4)c(C)c3c2=O)cc1Cl,-0.1,1,0.4,-2
Cc1c(C)n(Cc2ccco2)c2ncnc(N)c12,-0.1,-6,0.6,-8
COc1cc(C(c2sc3nc(C)nn3c2O)N2CCC(C)CC2)cc(OC)c1OC (configuration not stated),0.0,-2,1.3,4
CCOc1ccc(S(=O)(=O)NCCOc2ccc(-c3ccccc3)nn2)cc1,0.2,-4,2.9,13
Nc1cccc(-c2nc3ccc(N)cc3s2)c1,0.3,-3,-11,4
COc1ccc(N2C(=O)NC(NC(=O)c3ccccc3Cl)(C(F)(F)F)C2=O)cc1 (configuration not stated),0.4,-5,1.6,0
O=C(CSc1cn(Cc2ccc(F)cc2)c2ccccc12)N1CCN(c2ccccc2)CC1,0.0,9,0.9,16
CC1=C(C(=O)OCC2CCCO2)C(c2ccc3c(c2)OCO3)C2=C(CCCC2=O)N1 (configuration not stated),0.1,3,0.2,8
CN(C)C(=O)c1ccc(Oc2ccc(C(=O)N(C)C)cc2)cc1,0.0,2,-1.0,4
Cc1cc(C)c(NC(=O)CCN2C(=O)c3cccc([N+](=O)[O-])c3C2=O)c(Cl)c1,0.1,-2,-1.9,17
Cc1ccsc1/C=N/NC(=O)c1ccco1,0.0,-58,-2.9,-10
Cc1cc(C)c2sc(N3CCN(C(=O)NC4CCCC4)CC3)nc2c1,-0.3,18,1.2,-6
Cc1nnc2sc(-c3cccc(NC(=O)COc4ccccc4[N+](=O)[O-])c3)nn12,1.0,2,-0.7,16
CN(C)CCN(C)Cc1ccc2c(c1)OCO2,-0.1,9,0.3,13
COc1ccccc1CNC(=O)c1ccc2c(c1)nc(C)n2-c1ccc(C(C)C)cc1,0.0,-4,1.8,18

In the list so far, 8 contain a thiophene ring, fused or not:
structure,FBW7 act,TEAD-YAP inh,GPR151 ag,MITF primary
CC(=O)C1=C(C)NC(SCC(=O)c2ccccc2)=C(C#N)C1c1cccs1 (configuration not stated),0.1,1,-0.2,-13
O=C(CCc1cccnc1)NCc1nnc2n1CCN(Cc1cccs1)CC2,-0.2,3,-0.3,-19
CCOC(=O)c1c(NC(=O)c2ccc([N+](=O)[O-])s2)sc2c1CC(C)(C)NC2(C)C,-0.1,16,-1.4,-13
O=c1oc(-c2ccc(F)cc2)nc2sc3c(c12)CCC3,-0.2,-7,0.3,4
CCOC(=O)c1cc(-c2ccccc2)sc1NC(=O)c1ccc(OC)cc1,0.0,0,0.2,-6
COC(=O)C1CCN(C(=O)c2cc3c(=O)n(C)c(=O)n(C)c3s2)CC1,0.1,0,0.8,11
Cc1ccc(NC(=O)Cn2cnc3sc(C(=O)Nc4ccc(Oc5ccccc5)cc4)c(C)c3c2=O)cc1Cl,-0.1,1,0.4,-2
Cc1ccsc1/C=N/NC(=O)c1ccco1,0.0,-58,-2.9,-10
